RAD54 branch – RAD54 (human) branch migration inhibition; RAD54 Holliday junction branch migration, FAM/BHQ fluorescence; Q92698; inhibition, % at 10.4 µM; 360,000 tested, 0.14% active; AID 602329;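 active = mean normalized replicate activity at least 40 and at least half of replicates scoring 40 or more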;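 note: 0% = median of neutral control wells and 100% = median of positive control wells; inhibitors cause a drop in the FAM fluorescence signal; in these data hits start at about 50%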
Target sequence (Q92698 whole entry, looked up): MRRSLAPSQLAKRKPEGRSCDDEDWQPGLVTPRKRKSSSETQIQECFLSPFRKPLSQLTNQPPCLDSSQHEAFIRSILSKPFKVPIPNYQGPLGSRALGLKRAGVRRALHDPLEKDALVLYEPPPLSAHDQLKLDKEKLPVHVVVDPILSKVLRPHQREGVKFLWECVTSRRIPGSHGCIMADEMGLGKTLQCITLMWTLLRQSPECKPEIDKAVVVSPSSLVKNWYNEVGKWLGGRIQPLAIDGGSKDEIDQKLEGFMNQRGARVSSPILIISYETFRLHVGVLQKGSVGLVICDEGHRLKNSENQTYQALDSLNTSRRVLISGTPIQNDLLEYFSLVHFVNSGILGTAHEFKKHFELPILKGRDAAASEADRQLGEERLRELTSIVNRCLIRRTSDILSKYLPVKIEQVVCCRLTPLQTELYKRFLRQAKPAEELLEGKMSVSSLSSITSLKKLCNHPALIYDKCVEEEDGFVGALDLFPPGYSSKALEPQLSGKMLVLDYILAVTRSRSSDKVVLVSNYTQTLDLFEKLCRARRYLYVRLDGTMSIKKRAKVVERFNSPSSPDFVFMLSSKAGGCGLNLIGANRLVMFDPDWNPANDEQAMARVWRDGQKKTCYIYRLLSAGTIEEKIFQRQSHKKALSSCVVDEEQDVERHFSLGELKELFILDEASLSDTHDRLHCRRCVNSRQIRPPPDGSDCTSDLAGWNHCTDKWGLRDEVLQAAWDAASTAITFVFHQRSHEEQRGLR
esBAF inh – blocks esBAF chromatin remodeling in mouse ES cells; AID 602393; reporter increase, % at 12.5 µM; 350,000 tested, 2% active; Bmi1-luciferase knock-in reporter, 24 h; 100% = twice the neutral-well signal; in the data active = activation above about 40%;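 note: 0% = median of the plate's neutral control wells and 100% = double that signal; a rise in the Bmi1 reporter signal indicates esBAF inhibition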
* marks the source's active call; other numbers are inactive results. Not all compounds are listed (hit frequency here may not be typical).

`C=CCOc1ccc2c(OC)c3ccoc3nc2c1OC` gave RAD54 branch 18.6 and esBAF inh 48.2*.
Screening O=C(Nc1nccs1)c1ccc(NC(=O)c2ccco2)cc1 returned RAD54 branch 0.3 and esBAF inh 49.8*.
`CC(=O)/C(=N/Nc1ccccc1)N1CCOCC1` gave RAD54 branch -5.4 and esBAF inh -5.2.
CCOC(=O)C1CCCN(C(=O)Cc2ccc(C)cc2)C1 (centres undefined) was read as RAD54 branch -2.3 and esBAF inh 0.5.
O=C(NC1C2CC3CC(C2)CC1C3)C1CC1 (centres undefined) was read as RAD54 branch 4.3 and esBAF inh -9.4.
For Brc1cc(Br)c2ncnc(N3CCCCC3)c2c1 the results were RAD54 branch 5.3 and esBAF inh -9.3.
O=C(COC(=O)CC1CC2CCC1C2)NC(=O)NCc1ccco1 (centres undefined) was read as RAD54 branch -6.4 and esBAF inh -5.9.
Cc1ccc(N2C(=O)C(Cl)=C(Nc3c(C)n(C)n(-c4ccccc4)c3=O)C2=O)cc1 was read as RAD54 branch -0.8 and esBAF inh 0.5.
O=c1cc(CN2CCN(c3ccccc3)CC2)c2c(ccc3ccccc32)o1 was read as RAD54 branch -2.8 and esBAF inh -0.1.
COc1ccc(Cc2nnc(NC(=O)c3cccc([N+](=O)[O-])c3C)s2)cc1 was read as RAD54 branch -7.6 and esBAF inh 1.2.
For O=C(NC(=S)Nc1ccccc1O)c1ccc(-c2ccc(Cl)cc2)o1 the results were RAD54 branch 8.3 and esBAF inh -12.1.
`Cc1noc(/C=C/N(C)C)c1S(=O)(=O)NC1CCCCC1` gave RAD54 branch 2.4 and esBAF inh -4.3.
O=C(c1cnn2c(C(F)(F)F)cc(-c3ccc4c(c3)OCO4)nc12)N1CCCC1 was read as RAD54 branch -4.4 and esBAF inh -3.3.
`Fc1cccc(C[n+]2csc3ccccc32)c1` gave RAD54 branch 1.3 and esBAF inh 10.0.
Oc1ccccc1/C=N/c1c(-c2ccco2)nc2ccccn12 was read as RAD54 branch -2.9 and esBAF inh 3.6.

Pulled by structure from above:
COc1ccc(Cc2nnc(NC(=O)c3cccc([N+](=O)[O-])c3C)s2)cc1 was read as RAD54 branch -7.6 and esBAF inh 1.2.
For O=C(NC(=S)Nc1ccccc1O)c1ccc(-c2ccc(Cl)cc2)o1 the results were RAD54 branch 8.3 and esBAF inh -12.1.
O=C(c1cnn2c(C(F)(F)F)cc(-c3ccc4c(c3)OCO4)nc12)N1CCCC1 was read as RAD54 branch -4.4 and esBAF inh -3.3.
For Brc1cc(Br)c2ncnc(N3CCCCC3)c2c1 the results were RAD54 branch 5.3 and esBAF inh -9.3.

The list continues.
O=C(CSCc1c(Cl)cccc1Cl)Nc1nccs1 was read as RAD54 branch 0.1 and esBAF inh 21.5.
Cc1cc(C(=O)CSc2nnc(-c3ccccc3F)o2)c(C)n1Cc1cccs1 was read as RAD54 branch 3.8 and esBAF inh -2.1.
`CC(C)Cc1nnc(NC(=O)CSc2nc(=O)cc(N)n2-c2ccccc2)s1` gave RAD54 branch -4.3 and esBAF inh 9.0.
`COc1ccc(N2CC(C(=O)NCCC3=CCCCC3)CC2=O)cc1` (centres undefined) gave RAD54 branch -1.4 and esBAF inh 8.6.
For CCN1CCN(C(=O)c2cc3cc4cc(OC)ccc4nc3s2)CC1 the results were RAD54 branch 31.2 and esBAF inh 23.2.
Screening Cc1cc(=O)n2nc(N3CCCC3C(=O)NCCCN3CCCCC3)sc2n1 (centres undefined) returned RAD54 branch -9.0 and esBAF inh 0.1.
For O=C(/C=C/c1ccccc1Cl)c1cccnc1 the results were RAD54 branch -5.4 and esBAF inh -5.2.
Screening O=S(=O)(c1ccccc1)c1nc(-c2ccco2)oc1NCCCN1CCOCC1 returned RAD54 branch -0.2 and esBAF inh 11.3.
`CN(c1ccc(C(=O)NC2CC3CCC2C3)cc1)S(C)(=O)=O` (centres undefined) gave RAD54 branch -6.0 and esBAF inh 5.4.
Screening CCN(CCO)c1ccc(-n2c(N)c(C(=O)OC)c3nc4ccccc4nc32)cc1 returned RAD54 branch -9.7 and esBAF inh -25.0.
COC(=O)C1=C(CSCc2ccco2)NC(=O)NC1c1cc(C)ccc1C (centres undefined) was read as RAD54 branch 15.8 and esBAF inh -3.0.
For Cc1ncoc1C(=O)Nc1nccs1 the results were RAD54 branch 6.6 and esBAF inh 4.6.
Screening CC(=O)Oc1ccc(-c2csnn2)cc1 returned RAD54 branch -7.9 and esBAF inh 1.0.
Screening CCOc1ccccc1CN1C(=O)c2ccccc2C1C(=O)NCC1CCCO1 (centres undefined) returned RAD54 branch 1.8 and esBAF inh 0.9.
For CCOc1cc(C)c(S(=O)(=O)Nc2ccc3cn[nH]c3c2)cc1C the results were RAD54 branch 6.5 and esBAF inh -9.2.
Cc1ccc(S(=O)(=O)NCCCN2CCOCC2)cc1C was read as RAD54 branch -7.9 and esBAF inh -9.3.
For CCOC(=O)c1nnn(CC(=O)Nc2cccc(Cl)c2C)c1C(=O)OCC the results were RAD54 branch -1.6 and esBAF inh -8.9.
For CCOC(=O)c1[nH]c(C)c(C(=O)NCCCN2CCOCC2)c1C the results were RAD54 branch -9.0 and esBAF inh 0.1.
`COc1cccc(C(=O)N/N=C2/SCC(=O)N2CCc2ccc(OC)c(OC)c2)c1` gave RAD54 branch -1.8 and esBAF inh -3.9.
`COc1ccc(CNC(=O)C2CCCN(S(=O)(=O)c3c(C)n[nH]c3C)C2)cc1` (centres undefined) gave RAD54 branch -0.7 and esBAF inh 2.7.
`CC(=O)Nc1c(C)nn(-c2ccc(C)c(C)c2)c1C` gave RAD54 branch -0.2 and esBAF inh -2.1.
Screening C1=C(CCNc2ncnc3c2cnn3-c2ccccc2)CCCC1 returned RAD54 branch 5.3 and esBAF inh 69.7*.
`COc1ccc(CCNC(=O)c2ccc(CN3CCOCC3)cc2)cc1` gave RAD54 branch -18.1 and esBAF inh -2.4.
Clc1ccc(-n2nnnc2Sc2ncnc3sccc23)cc1 was read as RAD54 branch 1.6 and esBAF inh -16.2.
`CC1(C)NC(C)(C)C(O)(C(N)=O)C1=O` (centres undefined) gave RAD54 branch -6.1 and esBAF inh -14.3.
COc1ccc2sc(-c3ccccc3OC)c(-c3ccc(OCCN4CCOCC4)cc3)c2c1 was read as RAD54 branch 7.2 and esBAF inh -4.0.
`COc1ccc(-n2c(C)nn(C)c2=O)c(OC)c1` gave RAD54 branch 0.1 and esBAF inh -9.1.
Screening CC1CCCC(NC(=O)Nc2cccs2)C1C (centres undefined) returned RAD54 branch 5.1 and esBAF inh 3.8.
For Cc1sc2nc(CN(Cc3cccs3)C(=O)C3CC3)[nH]c(=O)c2c1C the results were RAD54 branch -3.4 and esBAF inh -2.7.
For O=C1COc2ccc(C(=O)c3ccccc3)cc2CN1 the results were RAD54 branch 17.5 and esBAF inh 12.2.

Molecules shown so far that contain an aryl thioether with sulfur outside any ring:
Cc1cc(C(=O)CSc2nnc(-c3ccccc3F)o2)c(C)n1Cc1cccs1 was read as RAD54 branch 3.8 and esBAF inh -2.1.
`CC(C)Cc1nnc(NC(=O)CSc2nc(=O)cc(N)n2-c2ccccc2)s1` gave RAD54 branch -4.3 and esBAF inh 9.0.
Clc1ccc(-n2nnnc2Sc2ncnc3sccc23)cc1 was read as RAD54 branch 1.6 and esBAF inh -16.2.

Later entries
`Cc1nn(-c2ccc(F)cc2)c2c1cc(C#N)c1nc3ccccc3n12` gave RAD54 branch -14.5 and esBAF inh 2.0.
Screening COc1ccccc1-c1c(C(F)(F)F)oc2cc(OC(=O)c3ccccc3[N+](=O)[O-])ccc2c1=O returned RAD54 branch -7.1 and esBAF inh -0.8.
For CCCn1c(N)c(N(C)C)c(=O)n(CC(=O)Nc2ccc(OC(F)(F)F)cc2)c1=O the results were RAD54 branch 2.9 and esBAF inh -6.4.
Nc1ccc(N2CCN(C(=O)c3ccco3)CC2)cc1 was read as RAD54 branch -3.2 and esBAF inh -9.9.
For Cc1c(C(=O)O)sc2ncn(C)c(=O)c12 the results were RAD54 branch -2.7 and esBAF inh 19.5.
`Cc1ccc(NCc2nnc(SCC(=O)OC3CCCCC3)o2)c(C)c1` gave RAD54 branch 6.4 and esBAF inh -5.0.
Screening COc1ccc(-n2c(=O)cc(N3CC(C)OC(C)C3)[nH]c2=O)cc1 (centres undefined) returned RAD54 branch 5.1 and esBAF inh 0.3.
`Cn1c(N2CCOCC2)nc2c1c(=O)n(Cc1ccc(Cl)cc1)c(=O)n2C` gave RAD54 branch -3.2 and esBAF inh -0.4.
For COc1ccc(N2CCN(C(c3ccccc3OC)c3nnnn3C3CCCC3)CC2)cc1 (centres undefined) the results were RAD54 branch -0.7 and esBAF inh -9.5.
Screening CCOC(=O)N1CCN(C(=O)CCSc2ccc(Cl)cc2)CC1 returned RAD54 branch -8.7 and esBAF inh 33.5.
Screening COC(=O)CNc1nc(-c2cccnc2)nc2ccccc12 returned RAD54 branch 6.1 and esBAF inh -3.8.
`O=C(Nc1cccnc1)c1ccc(NC(=O)c2ccco2)cc1` gave RAD54 branch 2.1 and esBAF inh 2.8.
`O=C(c1ccc(F)cc1)N1C2CCC1CC(O)(c1ccccc1F)C2` (centres undefined) gave RAD54 branch -13.1 and esBAF inh 3.6.
`CCc1nnc(NS(=O)(=O)c2ccc(N3C(=O)C4CC=C(Cl)CC4C3=O)cc2)s1` (centres undefined) gave RAD54 branch 5.3 and esBAF inh -1.8.
Screening CC(C)(C)n1ncc2c(=O)n(CC(=O)NC3CCCCC3)cnc21 returned RAD54 branch -4.1 and esBAF inh 44.4*.
`CN(C1CCCCC1)S(=O)(=O)c1ccc(Cl)c(C(=O)O)c1` gave RAD54 branch -14.9 and esBAF inh -2.1.
For CC(C)C(=O)NC(NCC1CCCO1)C(Cl)(Cl)Cl (centres undefined) the results were RAD54 branch -18.5 and esBAF inh -2.2.
`CC(=O)c1sc2ccccc2c1OC(=O)c1ccco1` gave RAD54 branch 4.7 and esBAF inh 14.7.
`CCN(CC)CCOCCOc1cc(C)c(Cl)c(C)c1` gave RAD54 branch 7.5 and esBAF inh -6.6.
`Cc1onc(-c2ccccc2)c1C(=O)OCC(=O)Nc1ccc2c(c1)OCO2` gave RAD54 branch -1.7 and esBAF inh 0.6.
For CCOC(=O)C(CC)n1cnc2sc3c(c2c1=O)CCC3 (centres undefined) the results were RAD54 branch 4.6 and esBAF inh 3.1.
CCC1Oc2ccc(C)cc2N(CC(=O)NCc2cccc(OC)c2)C1=O (centres undefined) was read as RAD54 branch 0.0 and esBAF inh 4.8.
For COc1cccc(-n2c(SCC(=O)N3c4ccccc4CC3C)nnc2-c2ccco2)c1 (centres undefined) the results were RAD54 branch 0.7 and esBAF inh 10.5.
O=C(COc1nncc2ccccc12)NCCC1=CCCCC1 was read as RAD54 branch 8.4 and esBAF inh -2.2.
`C=CCn1c(SCC(=O)NCC2CCCO2)nnc1C1CCCCC1` (centres undefined) gave RAD54 branch -25.8 and esBAF inh -6.9.
COC(=O)c1cn(NC(=O)c2ccc(OC)c(OC)c2)c(=O)c2ccccc12 was read as RAD54 branch -4.9 and esBAF inh -9.9.
`CC1=C(C(=O)OC(C)C)C(c2cccs2)N2C(=O)CCSC2=N1` (centres undefined) gave RAD54 branch -1.7 and esBAF inh -6.7.
`CCOn1c(=O)c(=O)n(OCc2ccccc2)c2ccccc21` gave RAD54 branch 0.0 and esBAF inh -1.6.
`COC(=O)c1ccc(CSc2nc(C)nc3sc(C)c(C)c23)o1` gave RAD54 branch -8.6 and esBAF inh -3.0.
Screening Cc1ccnc(Nc2nc(-c3c(C)nc4sccn34)cs2)c1 returned RAD54 branch -0.7 and esBAF inh -9.4.
Screening COC(=O)C(Cc1c[nH]c2ccccc12)NC(C)=O (centres undefined) returned RAD54 branch -12.9 and esBAF inh -5.4.
Cc1cc(C(=O)CN2C(=O)NC3(CCCCC3)C2=O)c(C)n1Cc1ccc2c(c1)OCO2 was read as RAD54 branch 3.2 and esBAF inh 50.7*.
COc1ccc(OCC(O)CN2C(=O)NC(C)(C)C2=O)cc1 (centres undefined) was read as RAD54 branch -1.2 and esBAF inh -1.9.
`CCCOc1cccc(C(=O)Nc2cccc(NC(=O)c3ccco3)c2)c1` gave RAD54 branch -17.4 and esBAF inh 2.2.
Screening O=C(CSc1nc2ccccc2s1)Nc1nccs1 returned RAD54 branch -2.3 and esBAF inh 8.0.
`Cc1ccc(OCC(=O)Nc2ccc(N3CCCC3)cc2)cc1C` gave RAD54 branch 3.7 and esBAF inh -2.4.
`O=c1oc2cc(OCc3ccc(C(F)(F)F)cc3)ccc2cc1-c1ccccn1` gave RAD54 branch -3.2 and esBAF inh 5.2.
`Cc1cccc(N2CCN(C(=O)c3cc4c(=O)n(C)c5ccccc5c4n3C)CC2C)c1` (centres undefined) gave RAD54 branch 4.3 and esBAF inh -4.1.
Screening Cc1cc(C(=O)CSc2n[nH]c(-c3ccccc3F)n2)c(C)n1Cc1cccs1 returned RAD54 branch 0.6 and esBAF inh -2.3.
Screening CCCNC(=O)COC(=O)c1ccc(S(=O)(=O)N2CCCCCC2)cc1 returned RAD54 branch -0.8 and esBAF inh -5.4.
`C=CCn1c(SCC(=O)Nc2c(C)cccc2C)nnc1-c1cnccn1` gave RAD54 branch -5.9 and esBAF inh -1.7.
For O=C(N/N=C/c1cccnc1)c1cc(C2CC2)nc2ccccc12 the results were RAD54 branch -6.6 and esBAF inh 2.2.
Cc1cccc(N2CCN(S(=O)(=O)c3c(C)[nH]c(=O)[nH]c3=O)CC2)c1C was read as RAD54 branch -8.9 and esBAF inh -2.5.
`CCS(=O)(=O)N1CCN(c2nc(-c3ccccc3)cs2)CC1` gave RAD54 branch 6.5 and esBAF inh 27.3.

From PubChem
